# Source: PubChem BioAssay
# D2 agonist: D2 dopamine receptor (human) agonism; HEK293 T-REx D2 cells, calcium flux agonist mode; activation, % at 2 µM; 0.53% of 340,000 active; AID 485358;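 active means activation over 3 SD above normal in the single-dose calcium agonist read, cut at about 30% in these data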; further: 0% is about no effect
# Target sequence (P14416 whole entry, looked up): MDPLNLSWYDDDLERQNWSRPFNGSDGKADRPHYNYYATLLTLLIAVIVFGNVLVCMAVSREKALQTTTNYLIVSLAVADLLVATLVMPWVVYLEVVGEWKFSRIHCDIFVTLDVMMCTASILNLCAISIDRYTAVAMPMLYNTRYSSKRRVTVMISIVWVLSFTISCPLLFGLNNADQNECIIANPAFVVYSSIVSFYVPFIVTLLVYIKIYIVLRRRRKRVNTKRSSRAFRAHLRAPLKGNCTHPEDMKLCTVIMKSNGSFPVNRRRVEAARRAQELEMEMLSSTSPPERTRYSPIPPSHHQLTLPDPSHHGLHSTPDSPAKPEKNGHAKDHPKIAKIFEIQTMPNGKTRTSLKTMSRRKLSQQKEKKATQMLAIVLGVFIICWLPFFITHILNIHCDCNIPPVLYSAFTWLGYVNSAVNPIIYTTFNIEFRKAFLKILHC
#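 Calcium-flux readout, 1 cycle/sec over 180 s following compound pin transfer, in inducible HEK293 Trex D2 cells (force-coupled); dopamine controls included. Positive calcium responses during this window marked compounds as potential agonists.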
# RGS4 inh: inhibitors of human regulator of G protein signaling 4. P49798. Transcreener GDP fluorescence polarization, RGS4-accelerated GTP hydrolysis. Potency, µM (titrated, usually from 114 µM), for inactives: at the top dose activity change, negative = inhibition, actives largely listed as inhibitors. 0.039% of 390,000 active; further: potency means the concentration at half of the fitted maximal effect; on the % scale 0 is the no-effect control and ±100 the full control effect; nearly all actives have a fitted effect of over 75% in size; some results filed as inactive show a strong effect at the top dose
# Target sequence (P49798 whole entry, looked up): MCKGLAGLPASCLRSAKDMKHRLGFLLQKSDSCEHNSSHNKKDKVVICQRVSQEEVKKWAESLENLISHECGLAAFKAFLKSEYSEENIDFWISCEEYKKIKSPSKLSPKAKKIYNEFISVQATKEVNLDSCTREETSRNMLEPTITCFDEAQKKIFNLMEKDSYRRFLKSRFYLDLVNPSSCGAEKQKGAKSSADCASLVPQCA
#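 MLSMR compounds (23 nl, pin-transferred) preincubated 10 min at room temperature with a 500nM (2x) first reagent, then RGS4 at 900nM (2x) plus Transcreener GDP mix added; fluorescence polarization (620/688 nm) read before and after 90 min at 30 °C.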
# LDHA block: inhibitors of human lactate dehydrogenase A | purified LDHA, NADH/diaphorase-resazurin fluorescence; active compounds read low | P00338 | activity change, % (values are at about 110 or 230 µM) | 0.15% of 480,000 active; in the data active means activity change below about -30%; inconclusive means mostly about -25% to -30%;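 further: plate controls were DMSO wells for no effect and wells without enzyme for full effect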
#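 Remaining NADH was detected by diaphorase (0.133 mg/mL) converting 37 µM resazurin to fluorescent resorufin, read at 0 and 20 minutes. The preceding 5-minute room-temperature reaction used 2 nM LDHA, 0.2 mM sodium pyruvate and 0.06 mM NADH at pH 7.4.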
# 12-LOX inh: inhibitors of human 12S-lipoxygenase ALOX12 | P18054 | purified 12hLO, xylenol orange hydroperoxide absorbance | Potency, µM (series often up to 108 µM), for inactives: at the highest dose activity change, negative = inhibition, most hits filed as inhibitors | 1.1% of 580,000 active; further: potency means the concentration at half of the fitted maximal effect; on the % scale 0 is the no-effect control and ±100 the full control effect
#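 Hydroperoxide product was detected by ferrous iron/xylenol orange as the 573 to 405 nm absorbance ratio. Arachidonic acid at 40 uM (final) was turned over for 30 min at room temperature by 150 nM human 12hLO, pH 7.0 Hepes buffer, after 15 min compound preincubation.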
# Vif-A3G inh: blocks the Vif interaction with human APOBEC3G. Q9HC16. HeLa A3G-eYFP + Vif (tagged APOBEC3G with the HIV-1 protein that degrades it), YFP fluorescence, overnight. Potency, µM (titrated, usually from 46.1 µM), for inactives: top-dose activity, negative = active, actives largely listed as inhibitors. 0.076% of 410,000 active. AID 602310;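 further: potency means the concentration at half of the fitted maximal effect; on the % scale 0 is the no-effect control and ±100 the full control effect; nearly all actives have a fitted effect of over 60% in size; hits raise eYFP signal because A3G escapes Vif-driven loss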
# Target sequence (Q9HC16 whole entry, looked up): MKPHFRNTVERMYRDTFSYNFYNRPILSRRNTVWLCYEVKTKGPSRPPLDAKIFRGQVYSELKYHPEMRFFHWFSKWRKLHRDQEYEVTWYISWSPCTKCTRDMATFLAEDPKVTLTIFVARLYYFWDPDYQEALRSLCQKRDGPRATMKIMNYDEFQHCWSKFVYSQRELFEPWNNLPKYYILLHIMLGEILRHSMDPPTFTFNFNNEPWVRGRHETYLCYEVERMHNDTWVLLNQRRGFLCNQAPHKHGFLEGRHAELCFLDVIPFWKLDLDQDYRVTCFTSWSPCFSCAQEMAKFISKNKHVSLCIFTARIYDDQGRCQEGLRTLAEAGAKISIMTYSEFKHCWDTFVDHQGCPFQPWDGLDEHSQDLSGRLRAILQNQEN
#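 HeLa cells stably expressing Vif and C-terminally eYFP-tagged A3G, seeded overnight at 37 deg C, then exposed to compound by pintool overnight at 37 deg C. Rise in yellow fluorescence (Ex 488/Em 500-530, Acumen) marks blocked Vif-driven A3G degradation.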
# Glioma ERSR ind: induces the endoplasmic reticulum stress response in human glioma cells; U87-MG GRP78 promoter luciferase reporter, 16 h; Potency, µM, for inactives: at the top dose activation, actives largely listed as activators; 0.02% of 420,000 active; AID 602332; further: potency means the concentration at half of the fitted maximal effect; series mostly up to about 76 µM; % of control where 0% means no effect; nearly all actives have a fitted effect of over 35% in size
#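 Stably transfected U87-MG glioma cells carrying a GRP78-based luciferase sensor; 16 h compound incubation. Luminescence end-point read 10 min after Bright-Glo addition at room temperature.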
# ERG Ets-DNA blk: inhibitors of human ERG Ets domain-DNA interaction | P11308 | fluorescence polarization, His-ERG Ets domain / labelled DNA | Potency, µM (titrated, usually from 76.9 µM), for the others: top-dose FP activity, negative = inhibition, most hits filed as inhibitors | 0.028% of 370,000 active; active means well fitted inhibition curve with a large enough effect in the polarisation, with a control signal flat; inconclusive means small, poorly fitted or top-dose-only effect, or effect the other way, or a change in a side signal; inactive means no such curve, though single readings can be large or run the other way; the % refers to the polarisation;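 further: polarization taken with two DNA probes labelled with fluorescein and Texas red; potency means the concentration at half of the fitted maximal effect; % of control where 0% means no effect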
#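 His-tagged ERG Ets domain (1 uM in the protein solution; 300mM KCl, 50mM Tris-HCl, 1mM EDTA, 1mM DTT, pH 7.5) received compound, then a probe mix of 5 nM fluorescein-DNA and 100nM Texas-615-DNA. Fluorescence polarization was read for both dyes.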
# D2 antagonist: antagonists of human D2 dopamine receptor; P14416; HEK293 TREx D2 cells, calcium flux, dopamine EC80; inhibition, % at 10 µM; 2% of 340,000 active; AID 485344; in the data active means inhibition above about 30%; further: 0% is about no effect
#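 Tetracycline-induced HEK293 TREx cells expressing D2 receptor forced-coupled to calcium signalling, loaded with no-wash calcium dye. Compounds added and calcium flux read 180 s, then dopamine added at EC80 and read a further 180 s.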
# Vif-APOBEC3F blk: inhibitors of Vif-A3F interaction; HeLa A3F-eYFP + Vif (tagged APOBEC3F with the HIV-1 protein that degrades it), YFP fluorescence increase; 0.2% of 390,000 active; Potency, µM (doses to about 46.1 µM), without a hit: top-dose activity, negative = active; further: potency means the concentration at half of the fitted maximal effect; % of control where 0% means no effect; nearly all actives have a fitted effect of over 65% in size
#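 HeLa cells stably expressing A3F-eYFP plus Vif, plated and incubated overnight at 37 deg C, then exposed to compounds overnight at 37 deg C. Blocked degradation read as raised yellow fluorescence (Ex 488/Em 500-530).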
# The depositor's hits bear a star; u = inconclusive; x = no result given; & = joins results of further samples; [ ] = another dose, or the depositor's remark. Unless noted, the call rests on the fitted dose curve; in most records, active means well fitted curve in the direction sought with a large enough effect; inconclusive means small, poorly fitted or top-dose-only effect, or another doubt; inactive means no such curve, though single readings can be large; an effect the other way counts as inactive or inconclusive. Only part of the results is shown; rates above refer to the full screens.
1	Cc1ccc(S(=O)(=O)N(CCc2ccccc2)CC(=O)Nc2ccccc2C)cc1
2	CCOC(=O)C(Cc1ccccc1)C(=O)NCc1ccccc1 (stereo not drawn)
3	CC(=O)N1c2ccccc2C(=O)C1N1CCN(c2cc(Cl)ccc2C)CC1 (stereo not drawn)
4	COc1ccccc1NC(=O)Cn1cnc2c(cnn2-c2ccc(C)c(C)c2)c1=O
5	COc1ccc(CCNC(=O)C(C(=O)c2ccccc2)n2cc(Cl)ccc2=O)cc1OC (stereo not drawn)
6	Cc1ccc(Cc2c(-c3cccc(Cl)c3)nc3cc(C)c(Br)c(C)n23)cc1
entry no. | 1 | 2 | 3 | 4 | 5 | 6
D2 agonist | 0.7 | -0.6 | -0.1 | 0.9 | 0.0 | x
RGS4 inh | 21% | -30% | 8% | -1% | 5% | x
LDHA block | -8 | -2 | 1 | -4 | 4 | -6
12-LOX inh | -2% | 34%[activator] | u | -6% | -8% | -28%
Vif-A3G inh | 2% | 1% | 0% | -2% | -3% | -5%
Glioma ERSR ind | -2% | -6% | -3% | 0% | -3% | 0%
ERG Ets-DNA blk | -1% | 3% | 2% | 16% | -4% | x
D2 antagonist | x | -9 | x | -2 | -3 | x
Vif-APOBEC3F blk | -5% | -2% | -2% | -27% | 5% | x

7	Cc1ccc(CC(NC(=O)c2ccc(C)cc2)C(=O)O)cc1 (stereo not drawn)
8	COc1cc(CN2CCC(C(=O)NC(c3ccc(-c4ccccc4)cc3)c3cnccn3)CC2)cc(OC)c1 (stereo not drawn)
9	O=C1CCCC2=C1C(c1ccccc1)CC(=O)N2c1ccccc1 (stereo not drawn)
10	O=C(CC1C(=O)NCCN1Cc1cccc(C(F)(F)F)c1)NCCCOc1cccnc1 (stereo not drawn)
11	O=C(Nc1ccc2nc(C(F)(F)F)[nH]c2c1)[C@@H]1O[C@H](CO)[C@@H](O)[C@H]1O
12	CCOc1ccc(N2C(=O)CC(N3CCC(NC(=O)Nc4ccccc4)CC3)C2=O)cc1 (stereo not drawn)
entry no. | 7 | 8 | 9 | 10 | 11 | 12
D2 agonist | x | x | 0.4 | 0.5 | x | -0.6
RGS4 inh | 10% | x | -16% | -7% | x | 7%
LDHA block | -1 | -1 | -9 | -1 | -14 | -5
12-LOX inh | -85% | u | 0% | -2% | -3% | 0%
Vif-A3G inh | -1% | -21% | -5% | 2% | 5% | 0%
Glioma ERSR ind | -1% | 0% | -4% | -4% | -1% | -5%
ERG Ets-DNA blk | -1% | x | 5% | -1% | x | -1%
D2 antagonist | x | x | -28 | -2 | x | 13
Vif-APOBEC3F blk | 4% | x | 1% | -12% | x | 0%

13	O=[N+]([O-])c1ccc(N2CCC(=NOCc3ccc(Cl)cc3)CC2)cc1
14	CC(=O)N1CCc2cc(S(=O)(=O)NCCC3=CCCCC3)ccc21
15	Cc1nn(Cc2ccccc2Cl)c(C)c1NC(=O)c1cc(-c2ccc(F)cc2)on1
16	Cc1cccc(C)c1NC(=O)CN1CCN(CCCC(c2ccc(F)cc2)c2ccc(F)cc2)CC1
17	Cc1cc2c(cc1C)CSC(c1ccccc1OC(=O)C(C)C)SC2
18	C#Cc1ccc([C@@H]2C=C(C(=O)OCC=C)O[C@H](OCCCCO)C2)cc1
entry no. | 13 | 14 | 15 | 16 | 17 | 18
D2 agonist | 1.0 | x | -1.3 | -0.4 | -0.4 | 0.4
RGS4 inh | -14% | -28% | 8% | -19% | 6% | -13%
LDHA block | -5 | -4 | -5 | -2 | -4 | 1
12-LOX inh | -8% | 4% | 16% | u | 0% | u
Vif-A3G inh | 0% | 3% | -1% | 0% | -1% | -8%
Glioma ERSR ind | -2% | -5% | -3% | -3%&-6% | -2% | -3%
ERG Ets-DNA blk | 7% | 10% | 1% | -16% | -7% | 13%
D2 antagonist | 12 | x | 4 | 27 | -6 | 9
Vif-APOBEC3F blk | -9% | -8% | 1% | -3% | -17% | 5%

19	O=C(CSc1nnc(CNC(=O)c2c(F)cccc2F)o1)NCc1ccc(F)cc1
20	COc1ccccc1NC(=O)Nc1ccc(Cc2ccncc2)cc1
21	CCOc1ccc(CN(C)C(=O)c2cccc(S(=O)(=O)N3CCCC3)c2)cc1OC
22	COc1ccc(/C=N/NC(=O)CC(=O)NCc2cccnc2)cc1[N+](=O)[O-]
23	CC1CC(C)CN(C(=S)NC2CCCCC2)C1 (stereo not drawn)
24	Cc1oc2ccc(OCc3cccc(Cl)c3)cc2c1C(=O)O
entry no. | 19 | 20 | 21 | 22 | 23 | 24
D2 agonist | 0.7 | -1.8 | -0.2 | 0.2 | -0.6 | -1.1
RGS4 inh | 16% | -8% | 5% | -49% | -43% | 48%
LDHA block | -9 | -3 | 0 | -5 | -12 | -6&-5
12-LOX inh | 0% | -3% | 4% | 16% | 18% | u
Vif-A3G inh | 1% | 2% | 0% | -1% | 1% | -12%
Glioma ERSR ind | -6% | 7% | -4% | -5% | -1% | 0%
ERG Ets-DNA blk | 15% | 2% | -12% | 0% | -2% | 8%
D2 antagonist | -8 | 29 | -7 | -8 | 4 | 4
Vif-APOBEC3F blk | -1% | 4% | 8% | -1% | -3% | 5%

25	O=C(Cc1ccccc1)Nc1ccc(NC(=O)c2cccs2)c(Cl)c1
26	COc1cccc(/C=N/NC(=O)CNC(=O)c2cccnc2)c1O
27	COC(=O)N/N=C(\C)c1ccco1
28	O=C(NCc1ccc2c(c1)OCO2)C1CCCN1S(=O)(=O)c1ccc(Cl)cc1 (stereo not drawn)
29	COc1cc2c(cc1OC)CN(C(=O)/C=C/c1cc(OC)c(OC)c(OC)c1)CC2
30	Cc1noc(C)c1C(=O)N1CCCC(C(=O)c2ccc(Cl)cc2)C1 (stereo not drawn)
entry no. | 25 | 26 | 27 | 28 | 29 | 30
D2 agonist | x | 0.9 | 0.1 | 0.1 | 0.9 | -0.1
RGS4 inh | 3% | -9% | -12% | -5% | -28% | 8%
LDHA block | -4 | 21 | -8 | -5 | 7 | -3
12-LOX inh | 0% | 59%[activator] | -4% | -25% | u | -1%
Vif-A3G inh | -5% | -4% | 2% | -3% | 0% | 0%
Glioma ERSR ind | -2% | -3% | -1% | -1% | 0% | -3%
ERG Ets-DNA blk | -2% | -14% | 1% | 6% | 1% | -1%
D2 antagonist | x | 3 | 4 | 11 | -3 | -3
Vif-APOBEC3F blk | 0% | 5% | -31% | 2% | -3% | 4%

# 7 of the compounds above, with values under each structure:
# Each structure is followed by: D2 agonist, RGS4 inh, LDHA block, 12-LOX inh, Vif-A3G inh, Glioma ERSR ind, ERG Ets-DNA blk, D2 antagonist, Vif-APOBEC3F blk
[21] CCOc1ccc(CN(C)C(=O)c2cccc(S(=O)(=O)N3CCCC3)c2)cc1OC
    -0.2, 5%, 0, 4%, 0%, -4%, -12%, -7, 8%
[22] COc1ccc(/C=N/NC(=O)CC(=O)NCc2cccnc2)cc1[N+](=O)[O-]
    0.2, -49%, -5, 16%, -1%, -5%, 0%, -8, -1%
[23] CC1CC(C)CN(C(=S)NC2CCCCC2)C1 (stereo not drawn)
    -0.6, -43%, -12, 18%, 1%, -1%, -2%, 4, -3%
[24] Cc1oc2ccc(OCc3cccc(Cl)c3)cc2c1C(=O)O
    -1.1, 48%, -6&-5, u, -12%, 0%, 8%, 4, 5%
[25] O=C(Cc1ccccc1)Nc1ccc(NC(=O)c2cccs2)c(Cl)c1
    x, 3%, -4, 0%, -5%, -2%, -2%, x, 0%
[26] COc1cccc(/C=N/NC(=O)CNC(=O)c2cccnc2)c1O
    0.9, -9%, 21, 59%[activator], -4%, -3%, -14%, 3, 5%
[27] COC(=O)N/N=C(\C)c1ccco1
    0.1, -12%, -8, -4%, 2%, -1%, 1%, 4, -31%

# Continued:
31	CCOc1cc(/C=N\NC(=O)OC)ccc1OC(=O)c1ccco1
32	Cc1cc(NC(=O)CCSc2ccccc2)ccc1Br
33	Cc1ccc(NC(=O)CN(C)C(=O)Cc2c[nH]c3ccccc23)cc1
34	CCc1c(C)sc(NC(=O)c2cccs2)c1C(=O)OC(C)C
35	CCC(Sc1nnc2c3ccccc3n(CC)c2n1)C(=O)Nc1nnc(C(C)C)s1 (stereo not drawn)
36	CCc1ccc(N2C(=O)CC(NNc3nc4ccccc4s3)C2=O)cc1 (stereo not drawn)
37	CN(C)c1ccc(C=NNC(=O)c2cccc3ccccc23)c(Cl)c1
38	COc1ccc(N(Cc2cccs2)C(=O)c2ccc(OC)c(Cl)c2)cc1
entry no. | 31 | 32 | 33 | 34 | 35 | 36 | 37 | 38
D2 agonist | -1.4 | -1.3 | x | 0.1 | 0.6 | 0.6 | x | -0.8
RGS4 inh | 25% | 5% | -24% | 5% | -14% | -20% | 1% | -4%
LDHA block | -8 | -3 | -5&11 | 6 | 0 | 13 | -7 | -3
12-LOX inh | -4% | -31% | 168%&-7%[activator] | -5% | -13% | -16% | -2% | -11%
Vif-A3G inh | 0% | -6% | 0% | 1% | 2% | -2% | u | 2%
Glioma ERSR ind | -7% | 0% | -4% | 2% | -2% | -1% | -5% | -1%
ERG Ets-DNA blk | -9% | 2% | 12% | x | -4% | 0% | -2% | 3%
D2 antagonist | 10 | -4 | x | -6 | x | 8 | x | x
Vif-APOBEC3F blk | 8% | -2% | 1% | -7% | -2% | -11% | -1% | 7%
